KB-3-1 tox: kills parental KB-3-1 adenocarcinoma cells; KB-3-1 viability, CellTiter-Glo ATP luminescence, 72 h; Potency, µM (top dose mostly 46.1 µM), inactives show at the highest dose activity change, negative = cytotoxic, hits mostly cytotoxic; 1.4% of 400,000 active; also: % is scaled to controls: 0 for no effect and ±100 for the full control effect; nearly all actives have a fitted effect of over 60% in size
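Multi-concentration cytotoxicity screen in KB-3-1 cells grown in DMEM lacking phenol red with 10% FBS. After 72 h at 37 °C with compound, ATP-dependent luminescence was recorded.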
HT1080 IDH1KD tx: kills HT-1080 cells with IDH1 knockdown | HT-1080 IDH1 knockdown viability, ATP luminescence, 48 h | 2% of 360,000 active | Potency, µM (series often up to 46.1 µM), for the others: top-dose activity, negative = toxicity, hits mostly cytotoxic;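 also: 0% = DMSO wells and -100% = cell-free medium wells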
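Viability of IDH1-knockdown HT-1080 fibrosarcoma cells was assessed by CellTiter-Glo after 48 h at 37 °C with titrated compound; concentration-effect curves were classified by fit quality and response size.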
GLP1R cytotox: cytotoxicity in counter-screen for GLP-1R inverse agonists; HEK293 cAMP-luciferase reporter cells, luminescence, 24 h; Potency, µM (doses to about 38.3 µM), inactives show at the top dose activity change, negative = inhibition, usual class: inhibitors; 0.13% of 410,000 active; AID 624418;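 also: loss of luciferase light is scored as toxicity; % is scaled to controls: 0 for no effect and ±100 for the full control effect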
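Step one: seed cells (200 cells/uL, DMEM with 10% Nu serum, 1% pen-strep). Step two: 12-hour incubation at 37 deg C. Step three: pin 23 nL compound, incubate 24 hr. Step four: add luciferase reagent, read luminescence 12 min later.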
TDP43 rescue: rescues yeast growth from TDP-43 toxicity. 1.8% of 410,000 active. Potency, µM (highest dose often 46.1 µM), for inactives: at the top dose growth rescue (activation), actives largely listed as activators. TDP-43 expressing yeast growth rescue, BacTiter-Glo, 24 h; also: % of control where 0% means no effect; nearly all actives have a fitted effect of over 50% in size
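Yeast expressing TDP-43 (pregrown in raffinose, seeded at OD600=0.02 in galactose medium) exposed to compounds 24 hr at 30 deg C. Growth read by BacTiter-Glo luminescence; rescue of toxicity appears as increased signal.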
KB-V1 MDR tox: KB-V1 MDR subline cytotoxicity | KB-V1 MDR cells viability, CellTiter-Glo, 72 h | Potency, µM (top dose mostly 46.1 µM), for the others: at the highest dose activity change, negative = cytotoxicity, hits mostly cytotoxic | 3.4% of 400,000 active | AID 1347076; also: % is scaled to controls: 0 for no effect and ±100 for the full control effect; nearly all actives have a fitted effect of over 60% in size
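qHTS viability screen in drug-selected KB-V1 MDR cells: 72 h compound treatment at 37 degrees C, ATP luminescence end point.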
GLP-1R agonist: activates the human GLP-1 receptor | P43220 | HEK293 GLP-1R CRE-luciferase, luminescence, 4-6 h; cells express a hypersensitive GLP-1R form | Potency, µM (doses to about 45.6 µM), for inactives: at the highest dose activation, usual class: activators | 0.007% of 380,000 active | AID 624172; also: % of control where 0% means no effect
Target sequence (P43220 whole entry, looked up): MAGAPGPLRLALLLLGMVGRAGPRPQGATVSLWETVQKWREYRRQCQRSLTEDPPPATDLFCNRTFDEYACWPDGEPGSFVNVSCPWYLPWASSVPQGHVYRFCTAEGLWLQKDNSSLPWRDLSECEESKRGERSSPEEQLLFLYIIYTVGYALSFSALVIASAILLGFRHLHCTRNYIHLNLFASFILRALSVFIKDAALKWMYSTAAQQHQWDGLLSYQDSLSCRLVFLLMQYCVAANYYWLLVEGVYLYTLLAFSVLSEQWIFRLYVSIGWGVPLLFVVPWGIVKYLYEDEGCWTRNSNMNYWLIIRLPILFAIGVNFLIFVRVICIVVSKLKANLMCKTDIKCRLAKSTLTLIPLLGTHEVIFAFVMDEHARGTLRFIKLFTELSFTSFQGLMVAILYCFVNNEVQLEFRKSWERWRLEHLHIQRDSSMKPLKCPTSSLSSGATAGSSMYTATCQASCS
SW480 rereplic: inducers of DNA re-replication in SW480 colon cancer cells | Potency, µM (highest dose often 46.1 µM), for the others: top-dose re-replication activation, hits mostly activators | AID 624297 | 1.8% of 340,000 active | SW480 DNA re-replication, Hoechst DNA content imaging, 48 h; also: % of control where 0% means no effect; nearly all actives have a fitted effect of over 55% in size
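Image-based DNA-content assay: after two days of treatment, nuclei were labelled with the DNA dye Hoechst and imaged, and hits were compounds raising the count of nuclei showing high fluorescence intensity.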
GLP1R inv ag: inverse agonists of human GLP-1 receptor; P43220; HEK293 GLP-1R CRE-luciferase, luminescence, 24 h; GLP-1R form is constitutively active; Potency, µM (titrated, usually from 38.3 µM), for the others: at the top dose activity change, negative = inhibition, actives largely listed as inhibitors; 1.6% of 410,000 active; AID 624417; also: % is scaled to controls: 0 for no effect and ±100 for the full control effect; nearly all actives have a fitted effect of over 55% in size
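Constitutively active GLP-1R drives a cAMP-responsive luciferase in stably transfected HEK293 cells; test compounds are added after overnight (12 h) attachment and left 24 hr, and signal loss in luminescence marks inhibition.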
HT1080-NT tox: kills 2HG-producing HT-1080-NT fibrosarcoma cells; Potency, µM (titrated, usually from 46.1 µM), for inactives: at the highest dose activity, negative = less viability, most hits filed as cytotoxic; 1.6% of 360,000 active; AID 686970; HT-1080-NT fibrosarcoma viability, CellTiter-Glo ATP luminescence, 48 h;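 also: NT is the 2HG producing partner of a matched IDH1 knockdown line; 0% = DMSO-treated cells and -100% = media-only wells without cells; nearly all actives have a fitted effect of over 55% in size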
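Viability by CellTiter-Glo luminescence after 48 h compound exposure at 37C of HT-1080-NT cells (750/well, RPMI, 5% FBS). % activity scaled between DMSO wells and medium-only wells, then curve-fitted and categorized by curve class.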
* marks the source's active call; other numbers are inactive results; u = inconclusive; x = not tested or not shown; & = joins results of further samples; [ ] = another dose, or the depositor's remark. Calls follow the shape of the dose curve; as a rule, active = well fitted curve in the direction sought with a large enough effect; inconclusive = small, poorly fitted or top-dose-only effect, or another doubt; inactive = no such curve, though single readings can be large; an effect the other way counts as inactive or inconclusive. Potency is read from the fitted curve at half-maximal effect.

SMILES	KB-3-1 tox	HT1080 IDH1KD tx	GLP1R cytotox	TDP43 rescue	KB-V1 MDR tox	GLP-1R agonist	SW480 rereplic	GLP1R inv ag	HT1080-NT tox
COc1cccc(/C=N/NC(=O)N/N=C/c2cccc(OC)c2O)c1O	0%	-19%	-9%	-17%	0%	20%	u	u	-21%
CC1(c2nnc(-c3cccc(Cl)c3)o2)CC(c2ccccc2F)=NO1 (centres undefined)	0%	-1%	14%	-30%	6%	2%	-25%	-2%	13%
CCOc1cc(C2c3c(n[nH]c3C)C(=O)N2c2ccc(C)cc2)ccc1O (centres undefined)	0%	6%	-4%	2%	-1%	9%	-7%	-19%	1%
C/C(=N\Nc1ccc(Cl)c(C(=O)O)c1)c1cccc2ccccc12	7%	2%	1%	-7%	-4%	-4%	-8%	9%	2%
Cc1ccc(-c2nnc(CSc3nnc(COc4cccc5ccccc45)n3-c3ccccc3)o2)cc1	u	u	6%	-5%	2.1µM*	17%	-114%[inhibitor]	11µM*	-16%
COc1ccc(CC(=O)OCC(=O)NC(=O)NC(C)C)cc1	0%	7%	-10%	11%	-2%	-5%	-4%	0%	9%
COc1ccc(Cl)cc1-c1cc(C(=O)NCc2ccccc2)[nH]n1	-12%	-28%	-17%	u	-7%	5%	x	u	-30%
Cn1cnnc1Sc1nc2ccccc2nc1NS(=O)(=O)c1ccccc1	3%	6%	1%	-16%	3%	-3%	-5%	-1%	0%
Cc1cc(=O)oc2cc(OC(=O)CCN3C(=O)c4ccccc4C3=O)ccc12	-1%	-10%	11%	-36%[inhibitor]	8%	-22%	-6%	-3%	12%
C[C@H](CO)N1C[C@H](C)[C@@H](CN(C)CC2CC2)Oc2c(NC(=O)Cc3ccccc3)cccc2C1=O	6.5µM*	u	10%	10%	u	17%	u	u	26µM*
COc1ccc(C(=O)/C=C/c2ccc(OC)c(O)c2)c(F)c1	-17%	u	u	22µM*	u	1%	u	u	-19%
COc1ccc(-c2cc(C(=O)NC3=NCCS3)c3ccccc3n2)cc1OC	-6%	u	-3%[7.66 µM]	-4%[9.22 µM]	-10%	u	6%	39%[activator][7.66 µM]	-8%
CCN(C(=O)CSc1nc2ccccc2c(=O)n1-c1ccc(C)cc1)C1CCS(=O)(=O)C1 (centres undefined)	-7%	-13%	-13%	4%[9.22 µM]	-15%	11%	-2%	0%	-25%
COc1cc(C(=O)Nc2cc(C)ccn2)ccc1OCC(=O)N1CCOCC1	u	-4%	2%	18%	u	0%	1%	10%	-2%
CCCCCCCc1ccc(-c2ccc(O)cc2)nc1	1%	u	-6%	u	0%	11%	-3%	49%[activator]	-14%
NC(=O)C1(N2CCCCC2)CCN(C(=O)Nc2ccccc2C(F)(F)F)CC1	2%	13%	2%	0%	21%	-14%	-1%	0%	9%
N=c1n(CC(=O)c2cccs2)c2ccccc2n1Cc1ccccc1	u	-5%	-2%	22%	22%	7%	-1%	-5%	-6%
CCC(CC)NC(=O)C1CC(=O)N(CCc2ccc(F)cc2)C1 (centres undefined)	3%	1%	-2%	-13%	-1%	-2%	-4%	11%	0%
CCOC(=O)C1=C(C)Nc2nnnn2C1c1ccccc1Cl (centres undefined)	-8%	-15%	-2%	1%	-7%	4%	-4%	-26%	-2%
CC(C)CN1CCN(Cc2cccc3ncccc23)CC1CCO (centres undefined)	0%	3%	2%[0.307 µM]	4%	1%	-13%	4%	1%[0.307 µM]	13%
O=C(c1cc(Cl)c(=O)n(Cc2ccc(Cl)cc2)c1)N1CCOCC1	-15%	-3%	9%	-5%	21µM*	27%	-5%	8%	-2%
CCC1(c2cccc(Cl)c2)NC(=O)N(Cc2cc(C(=O)OC)c(C)o2)C1=O (centres undefined)	-26%	-1%	-4%	-7%	-30%	3%	-2%	u	-2%
Cc1ccc(NC(=O)C(Cc2ccccc2)n2cccc2)cc1 (centres undefined)	-6%	-11%	-5%&-13%	14%&12%	-9%	6%	-6%	u	-22%
Cc1[nH]c2ccccc2c1C(=O)CN1CCCC(C)C1 (centres undefined)	13%	0%	-1%	0%	-3%	0%	-1%	-21%	-2%
COc1cccc(C(=O)Nc2ccc(Cl)c(C(F)(F)F)c2)c1	-28%	7%	-16%	u	0%	2%	10%	0%	13%

Exported with each value named: three of the compounds above.
> CC(C)CN1CCN(Cc2cccc3ncccc23)CC1CCO (centres undefined)
  KB-3-1 tox: 0%
  HT1080 IDH1KD tx: 3%
  GLP1R cytotox: 2%[0.307 µM]
  TDP43 rescue: 4%
  KB-V1 MDR tox: 1%
  GLP-1R agonist: -13%
  SW480 rereplic: 4%
  GLP1R inv ag: 1%[0.307 µM]
  HT1080-NT tox: 13%

> O=C(c1cc(Cl)c(=O)n(Cc2ccc(Cl)cc2)c1)N1CCOCC1
  KB-3-1 tox: -15%
  HT1080 IDH1KD tx: -3%
  GLP1R cytotox: 9%
  TDP43 rescue: -5%
  KB-V1 MDR tox: 21µM*
  GLP-1R agonist: 27%
  SW480 rereplic: -5%
  GLP1R inv ag: 8%
  HT1080-NT tox: -2%

> CCC1(c2cccc(Cl)c2)NC(=O)N(Cc2cc(C(=O)OC)c(C)o2)C1=O (centres undefined)
  KB-3-1 tox: -26%
  HT1080 IDH1KD tx: -1%
  GLP1R cytotox: -4%
  TDP43 rescue: -7%
  KB-V1 MDR tox: -30%
  GLP-1R agonist: 3%
  SW480 rereplic: -2%
  GLP1R inv ag: u
  HT1080-NT tox: -2%

(further entries)
SMILES	KB-3-1 tox	HT1080 IDH1KD tx	GLP1R cytotox	TDP43 rescue	KB-V1 MDR tox	GLP-1R agonist	SW480 rereplic	GLP1R inv ag	HT1080-NT tox
OCCCCc1nccc2c1[nH]c1ccccc12	-6%	-17%	-12%	-4%	-3%	-4%	-8%	-15%	-3%
CC1(c2ccc3ccccc3c2)NC(=O)N(CC(=O)NCc2cccs2)C1=O (centres undefined)	0%	16%	-6%	12%	20%	-6%	1%	-18%	-3%
Cc1cc(C)nc(-n2nc(C)cc2NC(=O)CNC(C)c2ccccc2)n1 (centres undefined)	5%	5%	-10%	6%	u	1%	4%	-13%	9%
CC(=O)c1ccc(OCC(=O)N(C2CCCCC2)C2CCS(=O)(=O)C2)cc1 (centres undefined)	-1%	4%	-6%	-7%	-26%	-2%	-9%	7%	6%
CCCCn1c(N)c(N(CC)C(=O)c2ccccc2C(F)(F)F)c(=O)[nH]c1=O	-2%	-1%	-5%	-3%	12%	11%	-19%	16%	3%
COc1cc(/C=N/n2c(COc3ccccc3)n[nH]c2=S)cc(Br)c1O	-6%	-6%	13%	16%	7%	1%	-2%	0%	2%
Cc1ccc(-n2nc3ccc(N)cc3n2)cc1	-1%	-18%	36%[activator]	7%	11%	-8%	16µM*	39%[activator]	-21%
Cc1ccc(C2(O)C(=O)c3ccccc3C2=O)c(O)c1C	-17%	-29%	7%	-4%	0%	4%	u	-4%	-3%
O=C(O)COCCN1CCN(C(c2ccccc2)c2ccc(Cl)cc2)CC1 (centres undefined)	0%	3%	1%	7%	u	-3%	-9%	3%	-6%
COc1ccc(NC(=O)COC(=O)c2cc(Cl)ccc2O)cc1S(=O)(=O)N1CCCCC1	-14%	2%	-26%	10%	u	11%	0%	9%	-1%
O=C(CCC(=O)c1cccs1)Nc1ccccc1F	0%	0%	23%	-1%	13%	12%	-2%[9.22 µM]	-7%	19%
CCC(c1nnnn1-c1ccc2c(c1)OCCO2)N1CCN(C(=O)c2ccco2)CC1 (centres undefined)	-4%	0%	-12%	20%	u	-2%	x	-4%	0%
CC(C)c1ccc(NC(=O)[C@H]2CSCN2C(=O)[C@@H]2CCC(=O)N2)cc1	1%	2%	0%	-1%	0%	-3%	-1%	u	-9%
CC1=NN(c2ccccc2)C(=O)C1N=Nc1cccc(O)c1 (centres undefined)	u	u	u	-23%[1.82 µM]	0%	24%	-1%	-4%	u
CCOC(CNC(=O)c1ccc2c(c1)ncn2-c1cccc(F)c1)OCC	10%	27%	-13%	-7%[0.397 µM]	-1%	3%	-9%	7%	20%
CN1CCN(c2ccc(S(=O)(=O)N3CCOCC3)cc2NC(=O)CCc2ccccc2)CC1	-9%	-1%	5%	4%	-25%	4%	-2%	-11%	0%
O=c1ccc(Cl)cn1Cc1ccccc1F	3%	3%	4%	18%	-3%	-9%	-2%	-2%	-1%
Cn1c(=O)[nH]c(=O)c2c1nc(N1CCCCCC1)n2CCN1CCCCCC1	6%	1%	-24%	0%	-18%	3%	0%	23%	-9%
CCN(CC)C(=O)C1CCN(C(=O)c2cnn(-c3ccccc3)c2-n2cccc2)CC1	1%	x	0%	9%	-8%	x	x	-1%	x
Cc1cccc(C)c1OCC(=O)OC/C(O)=C(\C#N)c1nc2ccccc2[nH]1	-5%	0%	u	-6%	-5%	-29%	u	u	-1%
CCC(=O)N1CCc2cc(S(=O)(=O)NC(CC(C)C)C(=O)Nc3cc(C)ccc3OC)ccc21 (centres undefined)	4%	x	14%	19%	-10%	x	x	10%	x
Cc1cc(N2CCCc3ccccc32)n2ncnc2n1	0%	9%	-3%	21%	-15%	0%	0%	10%	8%

Not a hit list; 9.4% or so of the library scored in one or more.
